PvdQ acylase – P. aeruginosa PvdQ acylase inhibitors, primary screen, biochemical, fluorescence, plate reader and imaging, single point | AID 488965, 2010 | PvdQ acylase [Pseudomonas aeruginosa LESB58] | purified PvdQ acylase | inhibition, % at 10 µM | hit rate 0.063% among 340,000; in the data active means inhibition above about 30%, passing the limit was not always enough; inconclusive means no clear call, values can overlap the other calls;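 further: 0% = vehicle neutral wells and 100% = reference inhibitor wells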
phage Ecoli inh – growth loss of phage-infected E. coli, primary screen, RecBCD inhibitor project, absorbance, with phage, HTS | inhibition, % at 11.9 µM | hit rate 0.26% among 360,000 | AID 651602, 2012; in the data active means inhibition above about 11%
Ecoli viability – E. coli V3065 growth inhibition, primary screen, counter-screen for AddAB inhibitor project, absorbance, OD600. hit rate 0.27% among 330,000. 18 h. inhibition, % at 11.9 µM;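 active means inhibition above the campaign's mean inhibition across all tested compounds plus 3 SD, cut at about 9.9% in these data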;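 further: uninfected addAB+ strain grown without phage in ampicillin broth; 0% = DMSO wells and 100% = ciprofloxacin 0.95 µg/ml wells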
Tat export inh – E. coli Tat export inhibitors, primary screen, MC4100, TorA-mCherry reporter, fluorescence, single point; inhibition, % at 10 µM; hit rate 0.036% among 340,000; AID 488895, 2010;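 active means mean replicate inhibition at least 50% and at least half of replicates individually reaching 50%; inconclusive means only one of the two criteria met; inactive means neither criterion met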;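 further: exported cargo escapes ClpAP degradation while cytoplasmic cargo is degraded and loses fluorescence; 0% = median of neutral control wells and 100% = median of NaSCN control wells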
Wnt bcat act – Wnt/beta-catenin pathway activators, primary screen, cell-based, plate reader, single point. activation, % at 9.35 µM. Wnt/beta-catenin reporter cell assay, activator. hit rate 1.2% among 300,000; in the data active means activation above about 30%, passing the limit was not always enough; inconclusive means no clear call, values can overlap the other calls;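 further: 0% = neutral control wells and 100% = positive control wells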
AddAB inh – growth inhibition of E. coli expressing H. pylori AddAB, primary screen, AddAB inhibitor project, absorbance; inhibition, % at 11.9 µM; hit rate 0.29% among 330,000; in the data active means inhibition above about 12%;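 further: 0% = vehicle wells of infected cells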
DAGLB inh – DAGLB lipase inhibitors, primary screen, biochemical, fluorescence, HTS | HEK293T DAGLB membrane lysate, EnzChek fluorogenic substrate | inhibition, % at 5.17 µM | hit rate 0.059% among 340,000; in the data active means inhibition above about 34%;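 further: 0% = enzyme with vehicle and 100% = wells lacking enzyme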
Target sequence (Q8NCG7 whole entry, looked up): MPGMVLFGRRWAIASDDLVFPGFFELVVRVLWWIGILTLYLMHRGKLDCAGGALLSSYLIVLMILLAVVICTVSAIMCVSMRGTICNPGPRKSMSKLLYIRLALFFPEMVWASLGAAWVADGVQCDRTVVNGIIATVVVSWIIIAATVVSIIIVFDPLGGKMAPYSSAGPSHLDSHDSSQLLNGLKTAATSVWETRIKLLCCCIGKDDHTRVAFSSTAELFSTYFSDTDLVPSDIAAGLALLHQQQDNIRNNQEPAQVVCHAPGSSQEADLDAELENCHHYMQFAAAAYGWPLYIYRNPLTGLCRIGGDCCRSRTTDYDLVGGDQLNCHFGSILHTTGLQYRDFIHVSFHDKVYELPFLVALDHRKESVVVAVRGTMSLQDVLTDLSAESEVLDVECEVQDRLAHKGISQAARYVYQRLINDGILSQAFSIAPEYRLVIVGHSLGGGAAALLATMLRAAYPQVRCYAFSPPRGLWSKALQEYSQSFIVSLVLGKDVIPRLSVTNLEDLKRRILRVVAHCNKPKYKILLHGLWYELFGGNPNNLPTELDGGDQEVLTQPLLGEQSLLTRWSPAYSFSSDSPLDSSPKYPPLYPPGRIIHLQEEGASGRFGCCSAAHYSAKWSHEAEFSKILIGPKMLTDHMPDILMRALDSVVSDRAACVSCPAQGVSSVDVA
Rtt109 HAT inh – inhibitors of C. albicans Rtt109/Vps75 HAT, primary screen, biochemical, ThioGlo CoA-SH fluorescence, plate reader; AID 540336, 2011; purified Rtt109/Vps75, 4 h; hit rate 0.16% among 330,000; inhibition, % at 34.9 µM;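 active means inhibition of at least 50% in every replicate; inconclusive means best replicate reaches 50% inhibition but some replicates fall short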
Target sequence (Q5AAJ8 whole entry, looked up): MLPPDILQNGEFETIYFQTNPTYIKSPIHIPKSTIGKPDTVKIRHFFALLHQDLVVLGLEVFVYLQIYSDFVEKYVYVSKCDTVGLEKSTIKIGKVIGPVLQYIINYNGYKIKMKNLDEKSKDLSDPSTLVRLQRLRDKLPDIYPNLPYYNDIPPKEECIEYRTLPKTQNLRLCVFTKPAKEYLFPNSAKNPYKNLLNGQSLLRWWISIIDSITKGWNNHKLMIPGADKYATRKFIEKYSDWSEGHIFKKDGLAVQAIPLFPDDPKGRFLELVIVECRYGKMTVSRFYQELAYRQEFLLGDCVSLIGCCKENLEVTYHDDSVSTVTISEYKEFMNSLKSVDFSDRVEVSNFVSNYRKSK
CAL PDZ FP – CAL PDZ peptide-binding inhibitors, primary screen, biochemical, fluorescence polarization, Cer-tagged CAL PDZ, HTS. Golgi-associated PDZ and coiled-coil motif-containing protein (Homo sapiens), Q9HD26. purified CAL PDZ, TMR-peptide fluorescence polarization, 1 h. inhibition, % at 20 µM. hit rate 0.02% among 330,000. AID 504414, 2011;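 active means highest replicate inhibition of at least 40%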;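 further: plate controls were DMSO neutral control wells for no effect and unlabeled competitor peptide control wells for full effect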
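Material: tagged CAL PDZ protein CerCALP, purified; buffer or medium: sodium phosphate/NaCl buffer pH 7.4 with TCEP, IgG, Thesit; also added: fluorescent TMR peptide probe; schedule: 1 h incubation at room temperature before polarization reading; technique: fluorescence polarization from S- and P-plane intensities, G-factor corrected; control set: unlabelled peptide and DMSO controls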
PfHsp90 yeast 2 – growth inhibition of PfHsp90-expressing yeast, primary screen, antimalarial PfHsp90 inhibitor project, S. cerevisiae, BacTiter-Glo luminescence, single point, set 2 | inhibition, % at 9.4 µM | BacTiter-Glo ATP, 48 h; yeast lacking PDR1 and PDR3 efflux regulators | hit rate 0.32% among 310,000;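 active means every replicate shows inhibition above about 80%, whatever the replicate mean, limit read from the data; inconclusive means mean inhibition reaches the set limit but some replicate falls short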;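 further: 0% = DMSO neutral controls and 100% = 20 µM radicicol positive controls; yeast relying on Plasmodium falciparum Hsp90 in place of its own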
Starred values were filed as active, the others as inactive; ? = inconclusive; . = not tested or not shown.

Values run as follows: PvdQ acylase, phage Ecoli inh, Ecoli viability, Tat export inh, Wnt bcat act, AddAB inh, DAGLB inh, Rtt109 HAT inh, CAL PDZ FP, PfHsp90 yeast 2
1	CN(C)/C=N/c1nc2nccc(-c3ccc(F)cc3)n2n1
    4, 5.1, 0.9, -1, -1, -1.4, 0, -5, -2.1, -1
2	CCOC(=O)CSc1nc2c(sc(=S)n2-c2ccc(OCC)cc2)c(=O)[nH]1
    -6, 3.7, 2.3, -5, 0, 2.7, 3, -10, -3.4, 10
3	COC(=O)c1cc(C#N)c(OC)nc1C
    -16, 2.8, 0.5, -2, 0, 2.5, 1, 1, -0.4, 23
4	Cc1cccc(C(=O)N[C@@H]2c3ccccc3C[C@@H]2O)n1
    11, 0.0, 0.2, 1, -1, 0.6, -1, 10, -1.2, -6
5	CC(=O)N=C(N)Sc1nc2ccccc2[nH]1
    -9, 3.7, 3.2, 1, 61*, 3.8, -4, ., -1.3, 12
6	CN(C)C(CNC(=O)CCNC(=O)c1ccc(Br)cc1)c1ccco1 (stereo not drawn)
    -5, 2.0, -0.2, -14, -1, -1.7, 0, -5, -2.0, .
7	Cc1c(C(=O)Nc2ccccc2F)cnn1-c1ccccc1
    -6, 0.1, 1.0, 26, 10, 1.5, 1, -8, 3.3, 10
8	O=C(COC(=O)c1ccc(Cl)nc1)Nc1ccc2c(c1)OCCO2
    -14, 0.1, 1.1, 6, -1, -0.9, -2, 0, 0.0, 17
9	CCOc1ccc(CN2C(=O)c3ccccc3C2=O)cc1C(=O)O
    -3, -1.7, 0.0, 1, 4, -2.2, 0, -18, -0.8, 30
10	c1ccc(-c2ccccc2OCCCN2CCCC2)cc1
    -5, 1.6, 2.6, 5, 0, 3.9, 0, 6, -0.2, -21
11	Cc1ccc(C(=O)NC(=S)Nc2ccc3[nH]c(=O)[nH]c3c2)cc1C
    10, 3.9, -1.6, 19, -5, -1.2, 2, 0, -0.8, -7
12	CCc1noc(C)c1C(=O)Nc1nc2c(C)cccc2s1
    -7, 1.2, 1.1, -2, 11, -0.4, -2, 1, -3.5, 23
13	Cc1ccc(C(=O)NNC(=O)CSc2nc(N)cc(N)n2)cc1
    -18, 3.6, 2.2, -5, -3, 2.4, 1, -7, -0.8, -39
14	O=c1c2ccccc2nc(/C=C/c2cccc([N+](=O)[O-])c2)n1CCCO
    4, 1.1, 1.3, 2, ., 2.8, 1, -7, -0.3, -38
15	CCCCNc1nc2c(c(=O)[nH]c(=O)n2C)n1CCOc1ccccc1
    -17, 1.5, 2.3, 0, -5, -1.4, 0, -2, -0.2, -9
16	C/C(=N\N=C1\NC(=O)C(Cc2ccccc2)S1)c1ccccc1 (stereo not drawn)
    -3, 3.6, -2.2, 35, 0, 0.1, -2, 2, -1.7, -63
17	COc1cc(-c2nnc(SCC(=O)c3cc(C)n(CC4CCCO4)c3C)o2)cc(OC)c1OC (stereo not drawn)
    10, -0.1, -1.6, 6, -7, -0.6, 0, 1, ., .
18	COc1ccc(NC(=O)CSc2nnc(N)s2)c([N+](=O)[O-])c1
    -3, 0.1, 1.0, 6, 1, 3.5, -2, -3, 0.7, 0
19	O=S(=O)(NCC1CCCO1)c1ccccc1 (stereo not drawn)
    -23, -0.2, -1.0, -8, -1, -1.2, -1, -2, -2.8, -7
20	CC(NC(=O)c1cc(Br)ccc1Br)c1ccccc1 (stereo not drawn)
    ., 5.5, 1.9, ., 1, 1.3, ., ., ., .
21	COc1ccc(OC)c(NC(=O)Cn2nc(C)c3ccccc3c2=O)c1
    -7, 0.1, -1.1, -2, -3, 1.6, 0, 0, -1.6, -37
22	COC(=O)[C@]1(CC(C)C)N[C@H](c2ccc(-c3ccccc3)cc2)[C@@H]2C(=O)N(C)C(=O)[C@@H]21
    -1, 1.0, -1.6, 1, 4, 0.1, -2, 3, 0.2, -2
23	CN(CC(=O)NCc1cccnc1)S(=O)(=O)c1ccccc1
    8, 0.6, 3.5, ?, 10, 0.4, -1, 13, -1.8, -1
24	C[C@H](CO)N1C[C@H](C)[C@@H](CN(C)S(=O)(=O)c2ccccc2)Oc2ccc(NC(=O)NC3CCCCC3)cc2C1=O
    -5, 1.1, -4.3, 0, -2, 2.0, 3, -1, -1.0, -2
25	O=C1C=CC(=O)N1c1ccccn1
    -2, 0.7, ., 9, -1, ., 0, 1, -0.5, .
26	COc1ccc(CNc2ccc3c(c2)ncn3-c2ccccc2OC)cc1
    5, 5.1, -1.7, -12, ., 0.6, 2, -9, -0.3, -5
27	COc1ccc(CCNc2nc(=O)[nH]nc2C)cc1OC
    3, 1.6, 0.8, -8, ., -0.3, -1, -5, -0.8, 26
28	Cc1c(Cl)cccc1-n1c(SCC(=O)N2CCC(C(=O)O)CC2)nc2ccccc2c1=O
    -5, 1.0, -3.1, 7, 1, -0.2, 3, 0, -0.7, 9
29	COc1ccc(-c2cn[nH]c2C)cc1
    -12, 1.7, -1.5, 0, 2, -0.7, -1, -4, 0.8, -11
30	O=C(CO/N=C/c1ccc2c(c1)OCO2)Nc1cccc(Br)c1
    4, 3.8, -0.9, -9, -4, 0.1, -7, -3, -0.1, -21

An excerpt from above in order of length of the SMILES, smallest number first.
Values run as follows: PvdQ acylase, phage Ecoli inh, Ecoli viability, Tat export inh, Wnt bcat act, AddAB inh, DAGLB inh, Rtt109 HAT inh, CAL PDZ FP, PfHsp90 yeast 2
3	COC(=O)c1cc(C#N)c(OC)nc1C
    -16, 2.8, 0.5, -2, 0, 2.5, 1, 1, -0.4, 23
5	CC(=O)N=C(N)Sc1nc2ccccc2[nH]1
    -9, 3.7, 3.2, 1, 61*, 3.8, -4, ., -1.3, 12
2	CCOC(=O)CSc1nc2c(sc(=S)n2-c2ccc(OCC)cc2)c(=O)[nH]1
    -6, 3.7, 2.3, -5, 0, 2.7, 3, -10, -3.4, 10

Four entries from above, in transposed form.
24: C[C@H](CO)N1C[C@H](C)[C@@H](CN(C)S(=O)(=O)c2ccccc2)Oc2ccc(NC(=O)NC3CCCCC3)cc2C1=O
25: O=C1C=CC(=O)N1c1ccccn1
26: COc1ccc(CNc2ccc3c(c2)ncn3-c2ccccc2OC)cc1
27: COc1ccc(CCNc2nc(=O)[nH]nc2C)cc1OC

Compound	24	25	26	27
PvdQ acylase	-5	-2	5	3
phage Ecoli inh	1.1	0.7	5.1	1.6
Ecoli viability	-4.3	.	-1.7	0.8
Tat export inh	0	9	-12	-8
Wnt bcat act	-2	-1	.	.
AddAB inh	2.0	.	0.6	-0.3
DAGLB inh	3	0	2	-1
Rtt109 HAT inh	-1	1	-9	-5
CAL PDZ FP	-1.0	-0.5	-0.3	-0.8
PfHsp90 yeast 2	-2	.	-5	26

(listing goes on)
Values run as follows: PvdQ acylase, phage Ecoli inh, Ecoli viability, Tat export inh, Wnt bcat act, AddAB inh, DAGLB inh, Rtt109 HAT inh, CAL PDZ FP, PfHsp90 yeast 2
31	CC1(C)NC(=O)N(CC(O)COC2CCCCC2)C1=O (stereo not drawn)
    2, 1.3, -1.4, 0, -7, 0.3, -1, 7, -0.2, -10
32	CC(=O)N1CCN=C1SCc1c(F)cccc1Cl
    -12, 2.0, 2.0, 1, 0, 1.6, -2, 3, -1.4, -22
33	CCCN(CCC)C(=O)c1ccc2nc(-c3ccc(OC)c(OC)c3)c(-c3ccc(OC)c(OC)c3)nc2c1
    -5, -0.9, -2.2, 4, -1, 0.8, 1, 1, -2.5, 3
34	C=CCNC(=O)c1c(C(F)(F)F)nn(C)c1Cl
    -27, 4.5, -2.2, 0, -4, -1.4, -1, 9, -1.0, -13
35	COc1ccc(-c2nc(N/N=C(\C)c3ccc(O)cc3)c3ccccc3n2)cc1
    -6, 1.5, 0.1, -1, 28, -1.3, -6, -4, -0.6, -44
36	CCOC(=O)CNC(=S)n1ncnc1N
    -3, 3.8, -0.2, -1, -1, 2.1, -3, 5, -0.2, 3
37	COc1cc(CCC(=O)Nc2ncc(C)s2)cc(OC)c1OC
    -14, 2.1, -0.8, 7, 0, 4.1, 0, -9, -2.7, 2
38	CC1Cc2nc(SCC(=O)OCc3ccccc3)n(C)c(=O)c2S1 (stereo not drawn)
    8, 3.1, -1.3, -6, -3, -1.4, 0, 5, 0.0, -12
39	COc1ccccc1S(=O)(=O)NCc1ccc(C(=O)NC(C)c2ccccn2)cc1 (stereo not drawn)
    1, 0.7, 1.1, -4, -5, -1.5, -3, -7, -0.1, .
40	COc1cc(/C=C(\C#N)c2ccccn2)ccc1OCc1ccc(Cl)cc1
    1, 2.0, -0.1, 1, ., -1.2, -10, 4, -1.5, -22
41	CN(C)c1ccc(-c2nnc(SCC3CCCO3)n2C)cc1 (stereo not drawn)
    8, 5.0, 0.2, -1, -2, 0.8, -1, 4, -1.8, 8
42	CC(=O)NC1=NN(C(C)=O)C(C)(c2ccc(Br)cc2)S1 (stereo not drawn)
    -5, 0.1, 0.3, -2, 2, -0.5, -1, -1, -2.5, 11
43	Cc1cc(C)n(-c2ncc3c(n2)N(CCO)CCOC3=O)n1
    -11, 1.7, 3.2, -7, 1, 3.3, -3, 1, -0.9, 2
44	CCN(CC)S(=O)(=O)c1cccc(C(=O)N[C@H](C(=O)NC2=NCCS2)C(C)C)c1
    -12, 0.7, -0.4, 4, -3, -1.5, 0, 6, 0.0, -9
45	Nc1c2c(nc3ccn(-c4ccccc4)c(=O)c13)CCCCC2
    2, 4.0, -1.8, 5, ., -0.2, 2, 6, -0.9, 9
46	COC(=O)c1[nH]c2cccc(Cl)c2c1NC(=O)CN1CCN(CCO)CC1
    -15, -0.7, 0.0, -8, ., 2.6, -1, -11, -1.4, 20
47	COc1ccc(NC(=O)CSc2nnc(C)c3ccccc23)cc1
    -9, 3.5, 1.4, 2, -1, 0.4, -1, ?, -1.2, -65
48	Cc1onc(-c2ccccc2)c1C(=O)Nc1nnc(COc2ccc(Cl)cc2)s1
    -10, ., -0.1, 7, ., 2.6, 3, 1, -1.4, 4
49	COc1ccccc1Nc1nccc(N(C)C)c1C#N
    -12, 6.8, -5.2, -3, 0, 0.3, -1, -2, -1.4, 25
50	COc1ccc(-c2nn(-c3ccccc3)cc2CNCc2cccnc2)c(F)c1
    -16, 2.1, -1.6, -3, 1, -1.4, 0, 4, -2.1, 56
51	CN1C2CCC1CC(OC(c1ccccc1)c1ccccc1)C2 (stereo not drawn)
    -3, 2.5, -1.3, 1, -5, 1.4, 3, 4, 8.3, -9
52	O=C(OCc1ccccc1)c1cc(S(=O)(=O)N2CCCCC2)ccc1N1CCOCC1
    -14, 3.4, -0.1, 0, -4, -1.2, 1, -3, -0.8, -5

Source: PubChem BioAssay (several laboratories)
